From PubChem BioAssay
aSyn tox rescue – rescues yeast growth from alpha-synuclein toxicity | S. cerevisiae alpha-synuclein toxicity rescue, BacTiter-Glo growth, 24 h | Potency, µM (highest dose often 46.1 µM), inactives show at the highest dose growth rescue (activation), actives largely listed as activators | hit rate 0.02% among 94,000 | AID 1347070; active = well fitted activation curve with a large enough effect; inconclusive = small, poorly fitted or top-dose-only effect; note: 0% is about no effect
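Growth restoration measured by BacTiter-Glo luminescence after 24 hr at 30 deg C; alpha-synuclein yeast, raffinose-pregrown to mid-log, were added at OD600=0.02 in galactose medium onto pinned compounds.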
Numbers without * were called inactive; ? = inconclusive; & = joins results of further samples; [ ] = dose if it differs, or a comment. Potency is the fitted concentration of half-maximal effect. The list is partial; count on the stated rates, not on these rows.

SMILES	aSyn tox rescue
Cc1ccc(S(=O)(=O)N2C[C@]3(O)C[C@@H]4C(=O)N(c5ccccc5)C(=O)[C@@H]4C[C@]3(OC(=O)NCC3CCCCC3)C2)cc1	3%
CC(C)OC(=O)c1cc(C(=O)c2cc(Cl)ccc2O)coc1=N	13%
COc1ccc(CCNC(=O)CCc2c(C)nc3cc(-c4ccc(Cl)cc4)nn3c2C)c(OC)c1	1%
Cc1ccccc1CNC(=O)CCSCc1cnn(-c2ccccc2)c1-n1cccc1	4%
Cc1ccc(-n2nnnc2SCC(=O)NC2CCS(=O)(=O)C2)c(C)c1 (configuration not stated)	7%
O=C1CCN(c2ncccc2[N+](=O)[O-])CC1	-6%
COc1ccc(NC(C)=O)cc1NC(=O)C1(c2cccs2)CCOCC1	-4%
O=C(NCc1ccccc1)C(=O)NCC(c1cccs1)S(=O)(=O)c1ccccc1 (configuration not stated)	-9%
O=C(Nc1ccc(Cl)c(-c2nc3ccccc3o2)c1)c1cccc2c(Cl)cccc12	-9%
Nn1c(SCC(=O)Nc2ccccc2)nnc1C1CCCCC1	-4%
NS(=O)(=O)c1ccc(CCNC(=O)c2ccc(NC3=NC4CS(=O)(=O)CC4S3)cc2)cc1 (configuration not stated)	-10%
Cc1ccc(C2c3c(oc4ccccc4c3=O)C(=O)N2c2nncs2)cc1 (configuration not stated)	-9%
NC(=O)C1CCN(C(=O)c2ccc3ncsc3c2)CC1	-3%
CC(C)CN(C(=O)COC(=O)c1ccc(Cl)c(N)c1)c1c(N)n(Cc2ccccc2)c(=O)[nH]c1=O	-2%
CCc1ccc(C2=NN(CCC(=O)NC(C)CCc3ccccc3)C(=O)CC2)cc1 (configuration not stated)	13%
COc1ccc(CN(Cc2ccco2)c2cnc(S(C)(=O)=O)nc2C(=O)Nc2ccc(C)c(Cl)c2)cc1	6%
CCC(=O)Nc1cccc(OCc2cc(=O)n3cc(C)ccc3n2)c1	?
C=CCc1cccc2cc(C(=O)NNC(=O)CC#N)c(=O)oc12	4%
Cc1ccn2c(Nc3ccc4c(c3)OCO4)c(-c3ccco3)nc2c1	-11%
Cc1ccc2nc(SC(C)C(=O)N3CCOCC3)[nH]c2c1 (configuration not stated)	1%
O=S(=O)(Nc1cccc(Cl)c1)c1ccc2oc(=S)[nH]c2c1	-10%
Cc1c(S(=O)(=O)N2CCN(C(=O)c3ccco3)CC2)c(=O)n(C)c(=O)n1C	-8%
COc1ccccc1NS(=O)(=O)c1ccc2nc(CCl)[nH]c2c1	-14%
CCOCCn1c(SCc2ccccc2)nc2c1c(=O)[nH]c(=O)n2C	-9%
CCOc1ccc(/C=C/C(=O)CCC(=O)O)cc1	9%
COc1ccc(CCNC(=O)C2CCN(S(=O)(=O)N3CCCCC3)CC2)cc1OC	-5%
COc1ccc(-c2ccc(CN3C(C(C)C)C(=O)N(Cc4cn(CCC5OCCCO5)nn4)CCS3(=O)=O)cc2)cn1 (configuration not stated)	-2%
O=C(c1cn(CCOc2ccc(Cl)cc2)c2ccccc12)C1CCCCC1	6%
Cc1ccc(NNc2c(C)nc3ccccc3nc2=O)cc1	0%
COc1cc(OC)c(NS(=O)(=O)c2cc(C(=O)OCC(=O)NCC3CCCO3)ccc2OC)cc1Cl (configuration not stated)	-7%
Cc1cccc(NC(=O)Cn2c(=O)n(CC3CCC(C(=O)NCCc4ccccc4)CC3)c(=O)c3ccccc32)c1C (configuration not stated)	2%
COc1ccc(OC)c(CNC(=O)c2ccccc2NC(=O)c2nsc3ccccc23)c1	-11%
Cc1ccc(CNC(=O)c2ccc(Nc3nc4ccccc4n4nnnc34)cc2)cc1	5%
COc1cc(/C=N/NC(=S)Nc2cccnc2)cc(OC)c1OC	8%
CC(C)(C)OC(=O)N1CCC[C@H]1c1nnc(SCc2ccc(Cl)cc2)o1	-6%
O=C(NC1CCS(=O)(=O)C1)c1cc(-c2ccccc2)nc2ccccc12 (configuration not stated)	-10%
O=C(COC(=O)C1=COCCO1)Nc1c(F)cccc1F	2%
CCCCN(CCCC)CCNC(=O)c1cn(C)c2ccc(S(=O)(=O)N3CCOCC3)cc2c1=O	4%
COc1ccc(C2CC(=O)c3c([nH]c(C(=O)OCc4ccccc4)c3C)C2)cc1OC (configuration not stated)	-9%
Cc1[nH]c2ccccc2c1C(=O)CN1C(=O)NC(C)(c2ccc(Cl)cc2Cl)C1=O (configuration not stated)	7%
CS(=O)(=O)c1ccc(NCCc2ccccn2)c([N+](=O)[O-])c1	1%
COCCN(C(=O)COC(=O)/C=C/c1ccc2c(c1)OCO2)c1c(N)n(Cc2ccccc2)c(=O)[nH]c1=O	-1%
CC(C)(C)OC(=O)N1CCC(c2c(C(=O)N3CCN(C(=O)c4ccco4)CC3)cnn2-c2cccc(F)c2)CC1	-10%
Cn1c(=O)c2sccc2n2c(CCC(=O)Nc3ccc(F)cc3)nnc12	0%
Cc1ccc2onc(CC(=O)N3CCN(c4cccc(Cl)c4)CC3)c2c1	22%

Part of the list above in order of SMILES length, low to high.
SMILES	aSyn tox rescue
CCOc1ccc(/C=C/C(=O)CCC(=O)O)cc1	9%
CS(=O)(=O)c1ccc(NCCc2ccccn2)c([N+](=O)[O-])c1	1%
CC(C)(C)OC(=O)N1CCC(c2c(C(=O)N3CCN(C(=O)c4ccco4)CC3)cnn2-c2cccc(F)c2)CC1	-10%

The list continues:
SMILES	aSyn tox rescue
CC(=O)Nc1c(C)ccc(CNC(=O)COc2cc(C)ccc2C)c1C	-11%
O=C(Nc1nc2c(F)cc(F)cc2s1)c1ccc(S(=O)(=O)N2CCc3ccccc32)cc1	-5%
CCN1c2ccccc2-c2nc(SCC(=O)Nc3cc(OC)cc(OC)c3)ncc2S1(=O)=O	0%
C=C(C)c1ccccc1NC(=O)CCN1C(=O)c2ccccc2S1(=O)=O	6%
CCc1ccc(NCc2cc3cc(OC)c(OC)cc3n(CC(=O)Nc3cc(C)ccc3C)c2=O)cc1	-3%
Cc1ccc(Cc2c(-c3ccc(Br)cc3)nc3cc(C)ccn23)cc1	-4%
CN(C(=O)Cn1cnc([N+](=O)[O-])n1)C1CCCCC1	0%
CCN(CC)C(=O)CSc1nc2c(c(=O)n(C)c(=O)n2C)n1Cc1ccccc1	7%
Clc1ccc(C2Nc3ccccc3-n3cccc32)cc1 (configuration not stated)	-12%
CC1CCN(c2cc3c(cc2F)c(=O)c(S(=O)(=O)c2cccc(Cl)c2)cn3Cc2ccccc2)CC1	-3%
COc1ccccc1C(=O)N/C(=C\c1cn(S(=O)(=O)N(C)C)c2ccccc12)C(=O)N1CCN(C)CC1	-7%
Cc1cccc(OCC(=O)Nc2ccccc2C(=O)OCc2cc(=O)n3nc(C)sc3n2)c1	1%
CCOc1ncccc1C(=O)OCC(=O)Nc1nnc(-c2ccccc2)o1	?
CCC(C)NC(=O)c1sc2nc(C)c(C(=O)Nc3ccc(C)cc3C)c(-c3ccc(Br)cc3)c2c1N (configuration not stated)	0%
CCCCN(C)CCNC(=O)Cn1c(=O)sc2ccccc21	3%
Cc1ccc(CNCc2c(C(=O)O)n(Cc3ccc(C)cc3)c3cc(C)ccc23)cc1	-25%
COc1cccc(CN2CCNC(=O)C2CC(=O)NCCCn2ccnc2)c1 (configuration not stated)	-10%
C[C@@H]1CN([C@@H](C)CO)C(=O)c2cc(Br)cnc2O[C@H]1CN(C)C(=O)C1CCCCC1	-9%
COc1ccc(NC(=O)C[C@H]2C(=O)N(c3ccccc3)C[C@@H]2Cc2ccccc2)cc1	9%
CCc1c(C)sc2c1CCN(C(=O)Nc1ccc(F)c(Cl)c1)C2c1ccc(F)cc1 (configuration not stated)	3%
COc1cc(NC(=O)CCS(=O)(=O)c2nc(-c3ccc4c(c3)OCO4)cc(C(F)(F)F)n2)cc(OC)c1OC	-3%
OCCCN1CNC(=S)NC1	8%
Cc1c(NC(=O)c2cc(-c3ccccc3O)on2)c(=O)n(-c2ccccc2)n1C	3%&0%
COc1ccc(CNC(=O)C(=O)NCC(c2cccnc2)N2CCN(c3ccccc3)CC2)cc1 (configuration not stated)	10%
COc1cc(C(=O)OCC(=O)N(CC(C)C)C2CCS(=O)(=O)C2)ccc1OCC(C)C (configuration not stated)	-1%
Cn1c(=NC(=O)c2ccc3c(c2)OCCO3)sc2cc(S(C)(=O)=O)ccc21	3%
COc1cccc(N(C(=O)c2snc(C(N)=O)c2N)C(C(=O)NCC2CCCO2)c2ccc(F)cc2)c1 (configuration not stated)	8%
CCOc1ccc(-c2csc(/C(C#N)=C/c3ccc(Br)cc3)n2)cc1	-7%
CCS(=O)(=O)c1nc2ccccc2n1Cc1ccccc1Cl	-3%
CCc1ccc(NC(=O)CSc2ccnc(=O)[nH]2)cc1	-5%
Cc1ccc2oc(C(=O)Nc3ccc(S(=O)(=O)N4CCCCCC4)cc3)cc(=O)c2c1	-2%
CCCCN(CC)C(=O)C1CCCN(c2ncnc3c2nc2n3CCCCC2)C1 (configuration not stated)	-4%
CCc1noc(C)c1C(=O)N1CCCC(CCC(=O)NCc2cccc(OC)c2)C1 (configuration not stated)	6%
O=C(CSc1ccc(-c2cccs2)nn1)Nc1cccc(F)c1	-8%
O=C(NCC(=O)N(c1cccc(F)c1)C(C(=O)NC1CCCC1)c1ccco1)c1ccco1 (configuration not stated)	2%
O=C(Nc1ccn(CCCNCC2CCCCC2)c(=O)n1)OCc1ccccc1	3%
CC(C)CC(NC(=O)c1ccco1)C(=O)Nc1ccc2c(c1)OCCO2 (configuration not stated)	14%
CN1C(=O)C(O)(c2nnc(-c3ccccc3)o2)c2ccccc21 (configuration not stated)	-4%
CCOC(=O)c1ccc(N2CCN(c3cc(Cl)ccc3C)CC2)c(NC(=O)Nc2ccc(OCC)cc2)c1	1%
COc1ccc(C)cc1NC(=O)c1cc(S(=O)(=O)NCCC2=CCCCC2)ccc1F	3%
CCN(C(=O)C1CCCN(S(=O)(=O)c2c(C)noc2/C=C/N(C)C)C1)c1cccc(C)c1 (configuration not stated)	5%
O=C(NCC1CCCO1)c1ccc(CSCc2cccc(F)c2)o1 (configuration not stated)	-4%
Cc1ccc(NC(=O)/C=C\C(=O)N(c2ccc(C(C)C)cc2)C(C(=O)NCc2ccco2)c2ccc(F)cc2)cc1 (configuration not stated)	8%
COc1ccc(-c2noc(N3CCN(c4ccc(C)cc4)C(C)C3)n2)cc1OC (configuration not stated)	5%
O=C(N/N=C/c1cc([N+](=O)[O-])ccc1O)Nc1ccccc1	-2%
Cc1ccc(NC(=O)CCCNC(=O)c2ccc(Cl)cc2)cc1S(=O)(=O)N1CCCCC1	-4%
CC(C)c1nc(SCC(=O)NC2CCCCC2)c2ccccc2n1	-4%
O=C(Cn1c(=O)n(-c2ccc(Cl)cc2)c(=O)c2c3c(sc21)CCC3)c1ccccc1	-7%
COC(=O)c1ccccc1N(C)S(=O)(=O)c1cc2c3c(c1)CCC(=O)N3CCC2	-6%
COC(=O)c1ccc(/C=N/N2CCN(Cc3ccccc3Cl)CC2)cc1	3%
O=C(COc1ccccc1F)Nc1nnc(SCc2cc(=O)c3ccccc3[nH]2)s1	4%
CCC(Sc1nc2ncccc2o1)C(=O)Nc1cccc(C)c1 (configuration not stated)	-9%
COc1cc(/C=C2\SC(=S)N(NS(=O)(=O)c3ccccc3)C2=O)ccc1O	-64%[inhibitor]
O=S(=O)(/N=C(/NC(=S)Nc1ccccc1)c1ccccc1)c1ccc(Cl)cc1	16%
COc1ccc(NC(=O)CC2C(=O)N(c3cccc(OC)c3)C(=O)N2C(C)C)cc1 (configuration not stated)	0%
C/C=C/c1ccc(O)c(OC)c1	4%
Cc1ccc(Cl)cc1NC(=O)Nc1nnc(N2CCCC(C)C2)s1 (configuration not stated)	-4%
CCOc1ccc(C2CC(c3cccc(Cl)c3)n3nc(N)nc3N2)cc1 (configuration not stated)	-1%
Cc1ccc(N(CC(=O)Nc2cccc(Cl)c2)S(=O)(=O)c2cccs2)cc1	0%
COc1cc(/C=C2/CCCC(C(=O)C(F)(F)F)=C2O)ccc1O	-11%
CN(C)C(CNC(=O)c1cc2ccccc2oc1=O)c1ccccc1 (configuration not stated)	-5%

Compounds listed so far that contain fluorine, in the order listed:
SMILES	aSyn tox rescue
O=C(COC(=O)C1=COCCO1)Nc1c(F)cccc1F	2%
CC(C)(C)OC(=O)N1CCC(c2c(C(=O)N3CCN(C(=O)c4ccco4)CC3)cnn2-c2cccc(F)c2)CC1	-10%
Cn1c(=O)c2sccc2n2c(CCC(=O)Nc3ccc(F)cc3)nnc12	0%
O=C(Nc1nc2c(F)cc(F)cc2s1)c1ccc(S(=O)(=O)N2CCc3ccccc32)cc1	-5%
CC1CCN(c2cc3c(cc2F)c(=O)c(S(=O)(=O)c2cccc(Cl)c2)cn3Cc2ccccc2)CC1	-3%
CCc1c(C)sc2c1CCN(C(=O)Nc1ccc(F)c(Cl)c1)C2c1ccc(F)cc1 (configuration not stated)	3%
COc1cc(NC(=O)CCS(=O)(=O)c2nc(-c3ccc4c(c3)OCO4)cc(C(F)(F)F)n2)cc(OC)c1OC	-3%
COc1cccc(N(C(=O)c2snc(C(N)=O)c2N)C(C(=O)NCC2CCCO2)c2ccc(F)cc2)c1 (configuration not stated)	8%
O=C(CSc1ccc(-c2cccs2)nn1)Nc1cccc(F)c1	-8%
O=C(NCC(=O)N(c1cccc(F)c1)C(C(=O)NC1CCCC1)c1ccco1)c1ccco1 (configuration not stated)	2%
COc1ccc(C)cc1NC(=O)c1cc(S(=O)(=O)NCCC2=CCCCC2)ccc1F	3%
O=C(NCC1CCCO1)c1ccc(CSCc2cccc(F)c2)o1 (configuration not stated)	-4%
Cc1ccc(NC(=O)/C=C\C(=O)N(c2ccc(C(C)C)cc2)C(C(=O)NCc2ccco2)c2ccc(F)cc2)cc1 (configuration not stated)	8%
O=C(COc1ccccc1F)Nc1nnc(SCc2cc(=O)c3ccccc3[nH]2)s1	4%
COc1cc(/C=C2/CCCC(C(=O)C(F)(F)F)=C2O)ccc1O	-11%
